Nrf2 inh: Nrf2 pathway inhibition; A549 ARE-Fluc reporter, luciferase luminescence, 18-24 h; Potency, µM (highest dose often 46 µM), for the others: at the top dose activity change, negative = inhibition, hits mostly inhibitors; 360,000 tested, 2.1% active; also: potency is read from the fitted curve at half-maximal effect; % is scaled to controls: 0 for no effect and ±100 for the full control effect; nearly all actives have a fitted effect of over 60% in size
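Nrf2 activity is the BugLite luminescence, read 15 min after reagent at room temperature, following CellTiter-Fluor cytotoxicity readout (30 min, 37C). Compound titrations were applied for 18-24 h to 5000 A549 ARE_Fluc cells/well in 5% FBS OPTI-MEM.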
A549 tox: A549 cytotoxicity, counter-screen for Nrf2 inhibitors; 390,000 tested, 0.16% active; A549 ARE-Fluc cells, CellTiter-Fluor viability, 18-24 h; Potency, µM (highest dose often 46 µM), for the others: top-dose activity change, negative = cytotoxicity, most hits filed as inhibitors; also: potency is read from the fitted curve at half-maximal effect; % is scaled to controls: 0 for no effect and ±100 for the full control effect
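Cytotoxicity counterscreen: CellTiter-Fluor fluorescence was measured in A549 ARE_Fluc cells after 18-24 h of compound exposure in a concentration series. The subsequent BugLite luminescent read reports ARE-luciferase activity.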
ATXN2 expr inh: reduces ATXN2 reporter expression in HEK-293 cells; HEK-293 ATXN2-luciferase reporter, luminescence, 24 h; Potency, µM (doses to about 57 µM), for the others: at the highest dose activity change, negative = inhibition, actives largely listed as inhibitors; 360,000 tested, 0.72% active; AID 1745845; also: potency is read from the fitted curve at half-maximal effect; % is scaled to controls: 0 for no effect and ±100 for the full control effect; nearly all actives have a fitted effect of over 55% in size
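qHTS (up to 57 uM final) was run with 24 h compound exposure of reporter cells at 37 °C. Each well was multiplexed: SteadyGlo luminescence measured ATXN2-luciferase expression after a fluorogenic Gly-Phe-AFC viability readout (25 uM final).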
Nrf2 activator: activates Nrf2 signaling; AREc32 ARE-luciferase reporter (MCF7-derived line), luminescence, 24 h; Potency, µM (highest dose often 46.1 µM), for the others: at the top dose activation, hits mostly activators; 410,000 tested, 0.31% active; AID 624171; also: potency is read from the fitted curve at half-maximal effect; % of control where 0% means no effect; nearly all actives have a fitted effect of over 65% in size
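Steps: seed AREc32_Fluc cells (1000/well, 5% FBS OPTI-MEM); incubate overnight at 37 deg C; add 23 nL compound; incubate 24 hr; add Steady-Glo; hold 30 min RT; read luminescence.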
MCF10A rereplic: inducers of DNA re-replication in MCF 10A breast cells | MCF 10A DNA re-replication, Hoechst nuclear intensity, 48 h | AID 624296 | 350,000 tested, 2.9% active | Potency, µM (doses to about 46.1 µM), for inactives: top-dose activity, positive = re-replication, hits mostly activators; also: potency is read from the fitted curve at half-maximal effect; % of control where 0% means no effect; nearly all actives have a fitted effect of over 50% in size
IL-1B inflam inh: inflammasome signaling inhibition, IL-1 beta readout; THP-1 LPS/ATP IL-1B secretion, AlphaLISA, 16 h; hits give low values; activity change, % at 57.5 µM; 360,000 tested, 4.7% active; AID 743279; in the data active = activity change below about -50%; inconclusive = mostly about -30% to -49%; also: % is scaled to controls: 0 for no effect and ±100 for the full control effect
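THP-1 cells pretreated 1 hr with compounds (up to 57.5 uM final), then stimulated with LPS (250 ng/mL final) plus ATP (1.25 mM final); secreted IL-1B measured by AlphaLISA after 16 hr, decreased signal indicating inhibition.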
HepG2 tox: kills HepG2 cells in TGF-b inhibitor counter-screen. 410,000 tested, 0.76% active. AID 588856. Potency, µM (doses to about 46.1 µM), without a hit: at the highest dose activity change, negative = cytotoxicity, hits mostly cytotoxic. HepG2 CAGA-GFP viability, ATP luminescence, 18 h; also: potency is read from the fitted curve at half-maximal effect; some results filed as inactive show a strong effect at the top dose
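HepG2 CAGA-GFP cells (1000/well, DMEM with 1% FBS) received compound, then TGF-beta at 500 pg/mL final, and were incubated 18 hours at 37 degrees C. Viability was read by CellTiter-Glo luminescence. Media-only wells were set as complete cell-killing and DMSO as no toxicity.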
TGFb inhibitor: blocks TGF-b signaling. AID 588855. Potency, µM (top dose mostly 46.1 µM), for inactives: top-dose activity, negative = inhibition, actives largely listed as inhibitors. HepG2 CAGA-GFP TGF-b/SMAD3 reporter, GFP fluorescence, 18 h; TGF-beta stimulated, 500 pg/mL final. 410,000 tested, 1.2% active; also: potency is read from the fitted curve at half-maximal effect; % is scaled to controls: 0 for no effect and ±100 for the full control effect; nearly all actives have a fitted effect of over 65% in size
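Per well, imaged GFP fluorescence of HEPG2 CAGA-GFP cells gives the signal; cells get compound, then TGF-beta (500 pg/mL final), 18 h at 37 degrees C; %Activity versus -TGF-beta and +DMSO controls.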
ATXN viability: cell viability loss in ATXN counter-screen. S2 cells (HEK-293 line with an ATXN2-luciferase reporter) viability, CellTiter-Fluor protease fluorescence, 24 h. Potency, µM (doses to about 56.7 µM), actives largely listed as cytotoxic. 400,000 tested, 0.49% active. AID 651635; also: potency is read from the fitted curve at half-maximal effect; nearly all actives have a fitted effect of over 40% in size
Numbers without * were called inactive; i = inactive; ? = inconclusive; · = not tested or not shown; [ ] = another dose, or the depositor's remark. Unless noted, calls follow the shape of the dose curve; as a rule, active = well fitted curve in the direction sought with a large enough effect; inconclusive = small, poorly fitted or top-dose-only effect, or another doubt; inactive = no such curve, though single readings can be large; an effect the other way counts as inactive or inconclusive.

Second line of a record – Nrf2 inh	A549 tox	ATXN2 expr inh	Nrf2 activator	MCF10A rereplic	IL-1B inflam inh	HepG2 tox	TGFb inhibitor	ATXN viability
CC(=O)Nc1ccc(S(=O)(=O)NCc2ccc(C(=O)N3CCOCC3)cc2)cc1
 : -2%	1%	5%	0.1%	3%	-2	-8%	-9%	i
O=S(=O)(/N=C/N1CCOCC1)c1ccc(Cl)cc1
 : -4%	1%	7%	-0.7%	0%	8	13%	-1%	i
CC(=O)Nc1ccc(S(=O)(=O)N(C)CC(=O)OCC(=O)N(CC(C)C)C2CCS(=O)(=O)C2)cc1 (stereo not given)
 : 8%	-5%	4%	-0.9%	-1%	17	8%	-10%	?
COc1ccc(C(=O)N/C(=C\c2cccc3ccccc23)C(=O)N2CCN(C)CC2)cc1OC
 : 4%	-2%	-10%	-0.7%	23%	-9	-9%	12%	i
Cc1ccc(-c2cnc3c(Nc4cccc(OC(F)(F)C(F)F)c4)nccn23)cc1
 : ·	·	1%	2.8%	·	-17	-36%	-15%	i
CCCCCCNC(=O)N[C@@H](C(=O)NCCC[C@H]1CN2C(=NC[C@@H]2Cc2ccccc2)N1CCc1cccc(OC)c1)C(C)C
 : 0%	7%	-8%	13%	1%	-91*	-24%	?	?
CCOc1ccccc1NC(=O)Nn1cnnc1
 : 3%	2%	2%	-0.2%	0%	8	-1%	-5%	i
CCN1CCN(CC(=O)Nc2cc(C(F)(F)F)ccc2OCCOC)CC1
 : 0%	0%	·	0.0%	17%	-4	-40%	-9%	i
Cc1ccc(S(=O)(=O)N(C)C)cc1NC(=O)c1ccncc1
 : -7%	6%	-15%	0.3%	2%	-6	-37%	-1%	i
CC[C@@H]1C(c2ccccc2)=NN(c2ccc(Br)cc2)[C@H]1C(=O)N1CCOC1=O
 : -23%	-4%	-15%	8.3%	9.2µM*	?	-28%	-67%	·
O=C(/C=C/c1ccccc1)N1CCN(Cc2cc(=O)n3nc(-c4ccccc4F)sc3n2)CC1
 : ·	14%	1%	16%	·	·	3%	6%	i
CN(C)c1ccc(CN2CCC(C(=O)NC(c3ccc(Cl)cc3)c3cnccn3)CC2)cc1 (stereo not given)
 : ·	·	-5%	0.6%	·	?	-33%	5%	i
Cc1nn(CC(=O)NC2CCS(=O)(=O)C2)c(C)c1S(=O)(=O)N(C)C (stereo not given)
 : 2%	1%	3%	-0.4%	-6%	0	8%	-9%	i
Cc1[nH]c(=O)n(C(C)C)c(=O)c1Br
 : -6%	1%	-8%	1.6%	-28%	-2	-11%	-8%	i
COc1ccc(Cl)cc1NC(=O)Cn1cccc1
 : 0%	2%	0%	0.0%	?	9	-15%	16%	i
c1ccc(CSc2ncccn2)cc1
 : 24%	7%	9%	0.4%	4%	-5	-1%	-2%	i
Cc1sc2ncnc(N3CCCC(C)C3)c2c1C (stereo not given)
 : ?	3%	-29%	0.1%	-9%	39	-30%	0%	i
CC(C(=O)O)n1nc(-c2ccccc2)c2ccccc21 (stereo not given)
 : -23%	8%	·	-1.0%	11%	13	-3%	-9%	i
Cc1onc(-c2ccccc2Cl)c1C(=O)O/N=C(\N)c1ccc([N+](=O)[O-])o1
 : 18%	?	·	15%	?	-18	-118%	?	?
COc1cccc(-c2noc(Cn3nc(C(=O)O)c4ccccc4c3=O)n2)c1
 : 0%	-24%	26%	1.8%	-16%	-7	-4%	18%	i

2 entries picked at random from the list so far, as already listed:
Second line of a record – Nrf2 inh	A549 tox	ATXN2 expr inh	Nrf2 activator	MCF10A rereplic	IL-1B inflam inh	HepG2 tox	TGFb inhibitor	ATXN viability
CC[C@@H]1C(c2ccccc2)=NN(c2ccc(Br)cc2)[C@H]1C(=O)N1CCOC1=O
 : -23%	-4%	-15%	8.3%	9.2µM*	?	-28%	-67%	·
Cc1nn(CC(=O)NC2CCS(=O)(=O)C2)c(C)c1S(=O)(=O)N(C)C (stereo not given)
 : 2%	1%	3%	-0.4%	-6%	0	8%	-9%	i

Among those listed so far, these contain bromine:
Second line of a record – Nrf2 inh	A549 tox	ATXN2 expr inh	Nrf2 activator	MCF10A rereplic	IL-1B inflam inh	HepG2 tox	TGFb inhibitor	ATXN viability
CC[C@@H]1C(c2ccccc2)=NN(c2ccc(Br)cc2)[C@H]1C(=O)N1CCOC1=O
 : -23%	-4%	-15%	8.3%	9.2µM*	?	-28%	-67%	·
Cc1[nH]c(=O)n(C(C)C)c(=O)c1Br
 : -6%	1%	-8%	1.6%	-28%	-2	-11%	-8%	i

Further compounds:
Second line of a record – Nrf2 inh	A549 tox	ATXN2 expr inh	Nrf2 activator	MCF10A rereplic	IL-1B inflam inh	HepG2 tox	TGFb inhibitor	ATXN viability
CC(SC1=NS(=O)(=O)c2ccccc21)C(=O)O (stereo not given)
 : 23%	-2%	·	·	·	·	15%	14%	·
COc1ccc(Br)cc1CN1CCN(C(=O)c2ccc(OC)c(OC)c2)CC1
 : -9%	-11%	-22%	0.2%[9.22 µM]	-6%	-7	-54%	?	i
CC(C)c1cccc(C(C)C)c1NC1=NS(=O)(=O)c2ccccc21
 : 6%	-8%	-15%	-0.6%	·	·	7%	38%	?
Nc1cc(Cl)ccc1Oc1ccccc1
 : -23%	-14%	-17%	-0.6%	0%	-1	-15%	-2%	i
CCN(Cc1ccccc1)C(=O)COC(=O)Cc1c[nH]c2ccccc12
 : 14%	-4%	-1%	0.5%	6%	11	4%	0%	?
CCc1nc2c(c(=O)c3ccccc3n2C)c(=O)n1-c1ccc(F)cc1
 : 8%	3%	3%	7.3%	-8%	21	5%	-12%	i
Cc1ccc(C(=O)Nc2nc(-c3ccccc3)ns2)cc1
 : -9%	-4%	14%	4.5%	·	·	-1%	0%	i
O=C(Cn1ncc(N2CCOCC2)c(Cl)c1=O)c1ccc(Cl)cc1
 : 30%	6%	0%[11.3 µM]	-0.6%	14%	-5	-27%	-3%	?
FC(F)(F)c1ccc(Cl)c(NC(=S)NC2CC2)c1
 : -8%	-3%	1%	-0.6%	-7%	17	2%	-23%	?
Cc1cc(C)nc(SCC(=O)Nc2ncc3c(n2)CCCC3=O)n1
 : 20%	-8%	0%	-0.4%	-3%	27	-8%	-9%	i
CCCCC1(CCCC)NC(=S)N(Nc2ccc(C)cc2)C1=O
 : -1%	-1%	-1%	-0.9%	4%	29	-3%	2%	i
COc1ccc2sc(-c3ccc(S(C)(=O)=O)cc3)c(C(=O)NCCc3c[nH]c4ccccc34)c2c1
 : 5%	0%	5%	4.0%	?	13	-7%	-8%	i
COc1ccc(CNC(=O)C/C(C)=N/NC(=O)Cc2ccc(OC)c(OC)c2)cc1
 : 6%	-3%	11%	-1.0%	-3%	13	-10%	-16%	i
O=C(NC1CCCCC1)N1CCc2ccccc2C1
 : ?	0%	·	2.6%	-2%	-79*	-3%	0%	i
Cc1ccc(Cc2c(-c3ccc(C#N)cc3)nc3c(C)cc(Br)cn23)cc1
 : ·	·	9%	1.3%	·	7	-18%	-12%	i
Cc1cc(C(=O)NC(=S)Nc2ccccc2N2CCOCC2)ccc1[N+](=O)[O-]
 : 12%	10%	2%	-0.6%	?	14	-29%	-12%	i
COCCNC(=O)/C(C#N)=C/c1cc(C)n(C2CCCCC2)c1C
 : ?	?	33%	0.0%	21%	-15	-16%	-13%	?
CC(C)(C)c1ccc(C(=O)Nc2ccc(C(=O)NCc3cccnc3)cc2)cc1
 : ?	?	-22%	2.2%	27%	-9	-1%	6%	i
C=CCOc1ccc(/C(CC)=N/O)c(OC)c1
 : 5%	-4%	18%	0.1%	7%	11	-25%	6%	i
CC(=O)N1CCc2cc([N+](=O)[O-])ccc21
 : 11%	1%	10%	-0.1%	1%	9	6%	-2%	i

More results.
Second line of a record – Nrf2 inh	A549 tox	ATXN2 expr inh	Nrf2 activator	MCF10A rereplic	IL-1B inflam inh	HepG2 tox	TGFb inhibitor	ATXN viability
CCCc1cc(CNC(=O)C2CCC(=O)N(Cc3ccccc3F)C2)on1 (stereo not given)
 : 16%	-1%	20%	0.1%	0%	3	17%	-4%	i
O=C(NCc1cccnc1)c1cccn2c(=O)c3sccc3nc12
 : -6%	-4%	-13%	3.0%	0%	0	-19%	4%	i
CC(=O)c1ccc(NC(=O)c2nc(-c3ccc(C)cc3)n3c2CCCCC3)cc1
 : ?	5%	?	5.1%	·	·	-23%	-23%	i
CC(=O)O[C@H]1CC[C@@]2(C)C(CCC3C2CC[C@]2(C)OC(=O)CCC32)C1 (stereo not given in full)
 : -5%	-3%	5%	2.3%	8%	37	-6%	1%	i
Cc1ccc(S(=O)(=O)c2cn(C)c3cc(N4CCCC4)c(F)cc3c2=O)c(C)c1
 : ?	-20%	·	-0.2%	·	·	-20%	-24%	·
N#Cc1c(NC(=O)/C=C/C(=O)O)sc2c1CCN(Cc1ccccc1)C2
 : 3%	?	·	-0.9%	?	-3	2%	39%[activator]	·
Cc1cccc(OCC(=O)Nc2ccc(N3CCN(C(=O)c4ccccc4)CC3)cc2)c1C
 : ?	-7%	-2%	-0.6%	9%	i	-8%	6%	i
O=C(NCc1ccco1)c1cc(-c2ccccc2)nc2ccccc12
 : ·	-3%	-10%	16%	11%	-12	-18%	-23%	i
COC(=O)c1ccc(CN2CCN(C3CCCC3)C(CCO)C2)cc1 (stereo not given)
 : 7%	2%	0%	0.4%	6%	18	0%	?	i
Cc1c(NC(=O)OCCNC(=O)COc2ccc(Cl)cc2Cl)sc(=S)n1C
 : ?	-2%	-16%	-0.2%	?	-22	-4%	-30%	i
O=C(OCc1ccccc1)N1CCC2CC1c1cc(N3CCOCC3)ccc12 (stereo not given)
 : -4%	0%	15%	9.0%	5%	19	-5%	-7%	i

IL-1B inflam inh, entries above that show a hit
Compound | IL-1B inflam inh | TGFb inhibitor
CCCCCCNC(=O)N[C@@H](C(=O)NCCC[C@H]1CN2C(=NC[C@@H]2Cc2ccccc2)N1CCc1cccc(OC)c1)C(C)C | -91* | ?
O=C(NC1CCCCC1)N1CCc2ccccc2C1 | -79* | 0%
